Bioassay records: PubChem, several laboratories
TRPC6 act – mouse TRPC6 channel activation; B-score at 10 µM; AID 2550; 0.13% of 310,000 active; Q61143; HEK293-TRPC6 membrane potential dye fluorescence; stronger effect = higher value;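 active = B-score of the integrated fluorescence ratio above library mean plus 3 SD, and starting fluorescence ratio within library mean plus 5 SD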;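 also: higher score means more depolarization so channel activation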
SKKanGAS inh – inhibitors of SKKanGAS S. pyogenes growth in kanamycin (SK-promoter or general growth effect) | BacTiter-Glo, 6 h | inhibition, % at 7.5 µM | 1.3% of 300,000 active;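 active = mean replicate score, as percent of positive control median, at least 50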;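 also: strain carries kanamycin resistance gene driven by streptokinase promoter and grows in 40 µg/ml kanamycin; loss of luminescence reflects streptokinase promoter inhibition or plain growth inhibition; 0% = median of DMSO wells and 100% = positive control at its reference dose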
MrgX1 antag – human MrgX1 receptor antagonism, primary screen | Q96LB2 | MRGX1-HEK293 calcium flux, Fluo-4, BAM8-22 antagonism; stronger effect = lower value | B-score at 10 µM | 1.3% of 310,000 active;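 active = calcium-response B-score plate-corrected more than 3 library SD below zero, starting fluorescence within 5 deviations, no agonist response on first addition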;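 also: peak minus trough fluorescence over baseline after final BAM8-22 challenge near maximal dose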
TRPC4 potent – allosterically enhances the mouse TRPC4 cation channel | HEK293 TRPC4beta/mu-opioid, DAMGO EC20, Fluo-4 Ca2+ flux; stronger effect = higher value | B-score at 10 µM | AID 2227 | Q9QUQ5 | 0.42% of 310,000 active;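 active = B-score of calcium response area above 5 SD of library B-scores, with initial fluorescence ratio within 5 SD of library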;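 also: B-score of integrated fluorescence ratio over time as area under calcium response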
Target sequence (Q9QUQ5 whole entry, looked up): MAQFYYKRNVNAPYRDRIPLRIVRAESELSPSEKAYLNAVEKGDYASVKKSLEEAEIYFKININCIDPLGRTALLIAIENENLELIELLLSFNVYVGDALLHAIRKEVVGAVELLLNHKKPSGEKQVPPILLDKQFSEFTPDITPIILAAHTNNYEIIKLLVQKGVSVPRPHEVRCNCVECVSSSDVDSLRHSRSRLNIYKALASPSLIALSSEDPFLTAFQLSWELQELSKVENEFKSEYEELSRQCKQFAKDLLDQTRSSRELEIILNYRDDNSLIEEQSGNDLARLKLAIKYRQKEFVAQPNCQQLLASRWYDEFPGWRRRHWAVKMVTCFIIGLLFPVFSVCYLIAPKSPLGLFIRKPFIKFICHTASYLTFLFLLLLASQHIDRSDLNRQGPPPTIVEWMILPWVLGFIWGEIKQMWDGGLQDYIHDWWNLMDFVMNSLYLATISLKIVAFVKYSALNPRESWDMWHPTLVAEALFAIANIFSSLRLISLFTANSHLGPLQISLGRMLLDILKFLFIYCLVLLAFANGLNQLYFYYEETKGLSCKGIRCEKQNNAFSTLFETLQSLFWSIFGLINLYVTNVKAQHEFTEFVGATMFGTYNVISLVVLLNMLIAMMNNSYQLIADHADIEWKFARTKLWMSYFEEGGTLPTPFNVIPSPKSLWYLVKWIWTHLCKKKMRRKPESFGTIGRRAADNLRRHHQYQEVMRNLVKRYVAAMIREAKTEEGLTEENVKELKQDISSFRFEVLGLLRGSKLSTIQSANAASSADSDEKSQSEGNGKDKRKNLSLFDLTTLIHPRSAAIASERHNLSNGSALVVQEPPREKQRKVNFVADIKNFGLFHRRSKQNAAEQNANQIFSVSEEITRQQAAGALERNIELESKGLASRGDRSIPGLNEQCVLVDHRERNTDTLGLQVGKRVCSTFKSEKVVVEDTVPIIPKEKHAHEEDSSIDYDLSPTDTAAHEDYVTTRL
MrgX1 agonist – human MrgX1 receptor agonism, primary screen. MrgX1-HEK293 cells, Fluo-4 calcium fluorescence, agonist mode; stronger effect = higher value. Q96LB2. B-score at 10 µM. 0.44% of 310,000 active;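 active = calcium response B-score plate-corrected fluorescence ratio at least 3 library SD, with starting fluorescence B-score inside 5 SD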
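Test system: Stable human MrgX1 HEK293 cell line | Schedule: Overnight plating before 1 h dye loading | Read-out basis: Baseline-normalised fluorescence change ratio, B-scored | Detection: Kinetic calcium dye fluorescence, Fluo-4 NW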
ANO1 activ – mouse TMEM16A channel activation, primary screen; 0.3% of 340,000 active; Q8BHY3; B-score at 10 µM; HEK293 TMEM16A/YFP-H148Q/I152L, iodide quench fluorescence; stronger effect = lower value;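 active = fluorescence-ratio B-score plate-corrected deviation score at least 3 library SD below zero, with starting fluorescence score within 5 deviations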;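 also: channel opened by trigger with iodide after compound preincubation; score built on the fluorescence ratio of max minus min over baseline; more negative score means more quench and so TMEM16A activation or potentiation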
TRPC6 inh – inhibitors of mouse TRPC6 channel. B-score at 10 µM. HEK293-TRPC6, membrane potential dye, ACh-evoked depolarization; stronger effect = lower value. Q61143. 1.1% of 310,000 active;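 active = B-score under library mean minus 3 SD, initial fluorescence not abnormally high, positive integrated signal ratio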;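 also: B-score derived from integrated fluorescence ratio over the kinetic read; more negative B-score means stronger inhibition of depolarization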
ANO1 block – mouse TMEM16A channel inhibition, primary screen. AID 588511. Q8BHY3. normalized B-score (activity score, 25-100; higher = stronger inhibition) at 10 µM. 1.2% of 310,000 active. HEK293 TMEM16A/YFP iodide influx fluorescence, ionomycin;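 active = ratio plate-corrected score three or more library SD toward inhibition, starting fluorescence score within five deviations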;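 also: score derived from kinetic fluorescence span divided by baseline fluorescence per well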
MrgX1 PAM – human MrgX1 positive allosteric modulation, primary screen; Q96LB2; MrgX1-HEK293, Fluo-4 calcium flux, FDSS; stronger effect = higher value; B-score at 10 µM; 0.63% of 310,000 active; AID 588675;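 active = plate-corrected calcium response at least 3 library SD above typical, normal starting fluorescence, not activating the receptor alone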;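 also: compound read alongside a low EC10 to EC30 dose of BAM8-22 agonist; peak minus trough fluorescence over baseline measured at the second addition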
TRPC4 block – blocks the mouse TRPC4 cation channel; AID 2247; 0.39% of 300,000 active; B-score at 10 µM; HEK293 TRPC4beta/mu-opioid, DAMGO-evoked Fluo4 calcium flux; stronger effect = lower value;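 active = B-score over 3 SD under the library average, no early fluorescence shift, positive overall ratio signal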
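test system = HEK293 cells with stable TRPC4beta plus mu-opioid receptor expression | detection = Fluo4 Ca2+ flux fluorescence | read-out = integrated fluorescence ratio relative to baseline, converted to per-well B score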
TRPC4 act – activators of mouse TRPC4 channel; Q9QUQ5; HEK293 TRPC4beta/mu-opioid, Fluo4 calcium fluorescence; stronger effect = higher value; B-score at 10 µM; 0.49% of 310,000 active; AID 2237;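 active = B-score above 5 SD of library B-scores, and initial fluorescence ratio not above library mean plus 5 SD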;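 also: positive B-score marks a calcium rise read as TRPC4 activation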
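System: HEK293 cells stably co-expressing mouse TRPC4beta and mu-opioid receptor; Schedule: Fluo4 dye loading 45 min at room temperature, 110 s recording; Detection: Fluo4 fluorescence, kinetic; Evaluation: B-scored integrated calcium fluorescence ratio; Controls: buffer (low) and maximal DAMGO (high).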
* = called active by the depositor; i = inactive; / = not tested or not shown.

SMILES | TRPC6 act | SKKanGAS inh | MrgX1 antag | TRPC4 potent | MrgX1 agonist | ANO1 activ | TRPC6 inh | ANO1 block | MrgX1 PAM | TRPC4 block | TRPC4 act
COc1cc(NC(=O)CN2CCCCC2C)c(C)cc1[N+](=O)[O-] (stereo unspecified) | i | 0 | i | i | i | i | i | i | i | i | i
O=C(CN(C(=O)CCC(=O)Nc1nccs1)c1ccc(F)cc1)NCc1ccco1 | i | 0 | i | i | i | i | i | i | i | i | i
O=C(CCc1nc2ccccc2c(=O)[nH]1)NNC(=O)COc1ccc(Br)cc1 | i | 1 | i | i | i | i | i | i | i | i | i
CC(C)c1ccc(NS(=O)(=O)c2cn(C)c(=O)n(C)c2=O)cc1 | i | -2 | i | i | i | i | i | i | i | i | i
CCOc1ccc(CCNC(=O)COC(=O)CNS(=O)(=O)c2ccc(C)cc2)cc1OCC | i | -3 | i | i | i | i | i | i | i | i | i
COc1ccc(S(=O)(=O)NC2CC3CCC2C3)cc1Br (stereo unspecified) | i | 17 | i | i | i | i | i | i | i | i | i
CC(C)(C)c1ccc(C(=O)NC(=S)N2CCCCCC2)cc1 | i | 37 | i | i | i | i | i | i | i | i | i
Cc1ccc(NC(=O)c2nc[nH]c2C(=O)N[C@@H](C)c2ccccc2)cc1 | i | 66* | i | i | i | i | i | i | i | i | i
CC1CCOC2(O1)C(=O)Nc1ccccc12 (stereo unspecified) | i | 5 | i | i | i | i | i | i | i | i | i
CCOc1cc2c(cc1/C=C(/C#N)c1ccc(C(=O)O)cc1)OCO2 | i | 9 | i | i | i | i | i | i | i | i | i
CCc1cccc(CC)c1NC(=S)NCC(c1cccnc1)N1CCOCC1 (stereo unspecified) | i | 4 | i | i | i | i | i | i | i | i | i
COc1ccc2c(c1)CCc1c(C(=O)N3CCCc4ccccc43)noc1-2 | i | -11 | i | i | i | i | i | i | i | i | i
CN(C)S(=O)(=O)c1cc(NC(=O)c2cc(=O)[nH]c3ccccc23)ccc1Cl | i | 1 | i | i | i | / | i | i | i | i | i
O=C(NCC(c1ccco1)N1CCOCC1)c1cccc([N+](=O)[O-])c1 (stereo unspecified) | i | -4 | i | i | i | i | i | i | i | i | i
C(=C\c1ccccc1)/CN1CCN(C(c2ccccc2)c2ccccc2)CC1 | i | -1 | i | i | i | i | i | i | i | i | i

Among those listed so far, 2 contain a nitro group on carbon:
SMILES | TRPC6 act | SKKanGAS inh | MrgX1 antag | TRPC4 potent | MrgX1 agonist | ANO1 activ | TRPC6 inh | ANO1 block | MrgX1 PAM | TRPC4 block | TRPC4 act
COc1cc(NC(=O)CN2CCCCC2C)c(C)cc1[N+](=O)[O-] (stereo unspecified) | i | 0 | i | i | i | i | i | i | i | i | i
O=C(NCC(c1ccco1)N1CCOCC1)c1cccc([N+](=O)[O-])c1 (stereo unspecified) | i | -4 | i | i | i | i | i | i | i | i | i

Following part.
SMILES | TRPC6 act | SKKanGAS inh | MrgX1 antag | TRPC4 potent | MrgX1 agonist | ANO1 activ | TRPC6 inh | ANO1 block | MrgX1 PAM | TRPC4 block | TRPC4 act
COc1ccc(-n2nc3c(c2NC(=O)C(C)C)CSC3)cc1 | i | 2 | i | i | i | i | i | i | i | i | i
CC1CCN(c2nc3c(c(=O)[nH]c(=O)n3C)n2Cc2ccccc2)CC1 | i | -2 | i | i | i | i | i | i | i | i | i
O=C(CCSCCC(=O)NCC1CCCO1)NCC1CCCO1 (stereo unspecified) | i | -3 | i | i | i | i | i | i | i | i | i
CC(=O)c1ccc(OCC(O)CN2CCN(CCN3C(=O)c4cccc5cccc(c45)C3=O)CC2)cc1 (stereo unspecified) | i | 6 | i | i | i | i | i | i | i | i | i
COc1ccc(-n2c(CCc3ccccc3)nnc2SCC(=O)c2ccc(Cl)cc2)cc1 | i | 13 | i | i | i | i | i | i | i | i | i
C#CCSc1nc(C)cc(C(=O)OCC)c1C#N | i | -6 | i | i | i | i | i | i | i | i | i
COc1ccc(S(=O)(=O)N(C)CC(=O)NCCN2CCOCC2)cc1Cl | i | 2 | i | i | i | i | i | i | i | i | i
COc1ccccc1CN1CCSCC1 | i | -1 | i | i | i | i | i | i | i | i | i
CCN(CC)CCN(C(=O)c1ccc(S(=O)(=O)N(C)C2CCCCC2)cc1)c1nc2c(C)cccc2s1 | i | 10 | i | i | i | i | i | i | i | i | i
O=C(Cc1cccc2ccccc12)Nc1ccc(N2CCOCC2)cc1 | i | -3 | i | i | i | i | i | i | i | i | i
CCCc1cc(=O)[nH]c(Nc2ccc(Cl)cc2)n1 | i | -4 | i | i | i | i | i | i | i | i | i
CCN(CC)S(=O)(=O)c1ccc(C)c(NS(=O)(=O)c2cc(/C=C/C(=O)O)cc(OC)c2OC)c1 | i | -4 | i | i | i | i | i | i | i | i | i
Cc1ccc(NC(=O)CCNS(=O)(=O)c2cccc3nonc23)cc1Cl | i | -1 | i | i | i | i | i | i | i | i | i
O=C(O)C1CC(=O)N(c2ccc(OCc3ccc(Br)cc3)cc2)C1 (stereo unspecified) | i | -7 | i | i | i | i | i | i | i | i | i
Cc1cc2c(cc1C)-c1nnnn1C(C)(C)C2 | i | -9 | i | i | i | i | i | i | i | i | i
N#CC1(NC(=O)COC(=O)C23CC4CC(CC(O)(C4)C2)C3)CCCCC1 | i | -5 | i | i | i | i | i | i | i | i | i
O=C(CSCc1cccc(F)c1)N1CCN(c2ccccc2)CC1 | i | -3 | i | i | i | i | i | i | i | i | i
O=C(NC1CCCCC1)c1cc(-c2ccccc2Cl)on1 | i | 1 | i | i | i | i | i | i | i | i | i
CC(C)c1c(C(=O)N/N=C/c2c[nH]c3ccccc23)nnn1-c1nonc1N | i | -2 | i | i | i | i | i | i | i | i | i
O=C1NC(=Nc2ccccc2Cl)S/C1=C\c1cc([N+](=O)[O-])ccc1O | 34* | 28 | i | i | i | i | i | i | i | i | 82*
CC(C)(C)n1nc2c(c1NC(=O)c1ccc(Br)o1)CS(=O)C2 (stereo unspecified) | i | 3 | i | i | i | i | i | i | i | i | i
Cc1ccc(S(=O)(=O)N(C)CC(=O)N2CCN(Cc3ccc4c(c3)OCO4)CC2)cc1 | i | -1 | i | i | i | i | i | i | i | i | i
O=C(Nc1ccc(C(=O)N2CCOCC2)cc1)c1cnn2c(C(F)F)cc(-c3ccccc3)nc12 | i | 10 | i | i | i | i | i | i | i | i | i
OC(CN1CCCCCC1)CN(c1ccccc1)c1ccccc1 (stereo unspecified) | i | -2 | i | i | i | i | i | i | i | i | i
COc1ccccc1N(CC(=O)NCCSc1ccc(Cl)cc1)S(C)(=O)=O | i | -13 | i | i | i | i | i | i | i | i | i
NS(=O)(=O)c1ccc(-n2cccc2C=O)cc1 | i | -13 | i | i | i | i | i | i | i | i | i
O=C(O)/C=C/C(=O)Nc1ccc(Cc2ccc(NC(=O)/C=C/C(=O)O)cc2)cc1 | i | 5 | i | i | i | i | i | i | i | i | i
COC(=O)c1c(NC(=O)CSc2nnc(CNc3ccc(Cl)cc3)o2)sc(C)c1C | i | 6 | i | i | i | i | i | i | i | i | i
COc1ccc(Cc2nnc(SCC(=O)N(c3ccccc3)C(C)C)n(N)c2=O)cc1 | i | 3 | i | i | i | i | i | i | i | i | i
CO/N=C(/CS(=O)(=O)c1ccc(C)cc1)c1ccc(OC)cc1 | i | 0 | i | i | i | i | i | i | i | i | i
COc1ccc2nc(Nc3sc4c(c3C(N)=O)CCCC4)sc2c1 | / | / | i | / | i | i | / | i | i | / | /
O=C(Nc1ccc(Cl)c(C(=O)N2CCOCC2)c1)c1ccccc1 | i | 7 | i | i | i | i | i | i | i | i | i
Cc1ccc2nc(NC(=O)CN3C(=O)NC4(CCCCC4)C3=O)sc2c1 | i | -5 | i | i | i | i | i | i | i | i | i
COc1cc(C(=O)N/C(=C\c2cn(C)c3ccccc23)C(=O)NCCN2CCOCC2)cc(OC)c1OC | i | 3 | i | i | i | i | i | i | i | i | i
Cc1ccnc(SCC(=O)Nc2sc3c(c2C#N)CCC(C(C)(C)C)C3)n1 (stereo unspecified) | i | 13 | i | i | i | i | i | i | i | i | i
CSc1nc(N)nc(SCCS(=O)(=O)c2ccc(Cl)cc2)c1C#N | i | 0 | i | i | i | i | i | i | i | i | i
O=C(NCc1ccccc1)C(c1ccccc1F)N(CC1CCCO1)C(=O)c1ccccn1 (stereo unspecified) | i | -1 | i | i | i | i | i | i | i | i | i
CCCNc1nc2nc3ccccn3c(=O)c2cc1C(=O)NCCN1CCOCC1 | i | -2 | i | i | i | i | i | i | i | i | i
CCC(=O)Nc1ccc(-c2csc(NNC(C)=O)n2)cc1 | i | 0 | i | i | i | i | i | i | i | i | i
COc1ccc(Cl)cc1NS(=O)(=O)c1ccc(OC)c(OC)c1 | i | -6 | i | i | i | i | i | i | i | i | i
Cc1cccc(C(=O)Nc2ccccc2SCC2CSc3nc4ccccc4c(=O)n32)c1 (stereo unspecified) | i | -2 | i | i | i | i | i | i | i | i | i
Cc1ccc(C(=O)N/N=C\c2ccncc2)s1 | i | 2 | i | i | i | i | i | i | i | i | i
O=C(NCCCNC(=O)c1ccccn1)c1ccc(Br)cc1 | i | -2 | i | i | i | i | i | i | i | i | i
COc1ccc(S(=O)(=O)N(C)C)cc1NC(=O)CSc1nnc(-c2cccnc2)o1 | i | -3 | i | i | i | i | i | i | i | i | i
Cc1cccc(OCC(=O)OC(C)C(=O)Nc2ccc(Cl)cn2)c1 (stereo unspecified) | i | 11 | i | i | i | i | i | i | i | i | i
CCOC(=O)C1=NN(c2ccc(F)cc2)C2=NC(C)=C(C(=O)OC)C(c3cccs3)N12 (stereo unspecified) | i | -6 | i | i | i | i | i | i | i | i | i
COc1cc(C(=O)NNC(=O)c2ccccc2Br)ccc1OCC(=O)N1CCOCC1 | i | -4 | i | i | i | i | i | i | i | i | i
CCc1noc(C)c1C(=O)N1CCCC(N2CCN(c3ccccc3F)CC2)C1 (stereo unspecified) | i | 3 | i | i | i | i | i | i | i | i | i
Cc1ccccc1-c1nc2ccccc2[nH]1 | i | 0 | i | i | i | i | i | i | i | / | i
COc1cc(CN(CCc2c(C)[nH]c3ccc(C)cc23)C(=S)NC(C)(C)C)cc(OC)c1OC | i | 13 | i | i | i | i | i | i | i | i | i
